High-throughput results: PubChem, Icahn School of Medicine at Mount Sinai
RBX1-CUL1 inh = inhibitors of human ROC1-CUL1 ubiquitin ligase activity; 0.6% of 140,000 active; in vitro K48 di-Ub FRET, acceptor:donor ratio, 45 min; inhibition, % at 10 µM; in the data active means inhibition above about 25%
Target sequence (P62877 whole entry, looked up): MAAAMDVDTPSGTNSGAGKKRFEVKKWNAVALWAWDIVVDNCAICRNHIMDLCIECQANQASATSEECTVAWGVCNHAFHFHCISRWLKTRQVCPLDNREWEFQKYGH
Target sequence (Q13616 whole entry, looked up): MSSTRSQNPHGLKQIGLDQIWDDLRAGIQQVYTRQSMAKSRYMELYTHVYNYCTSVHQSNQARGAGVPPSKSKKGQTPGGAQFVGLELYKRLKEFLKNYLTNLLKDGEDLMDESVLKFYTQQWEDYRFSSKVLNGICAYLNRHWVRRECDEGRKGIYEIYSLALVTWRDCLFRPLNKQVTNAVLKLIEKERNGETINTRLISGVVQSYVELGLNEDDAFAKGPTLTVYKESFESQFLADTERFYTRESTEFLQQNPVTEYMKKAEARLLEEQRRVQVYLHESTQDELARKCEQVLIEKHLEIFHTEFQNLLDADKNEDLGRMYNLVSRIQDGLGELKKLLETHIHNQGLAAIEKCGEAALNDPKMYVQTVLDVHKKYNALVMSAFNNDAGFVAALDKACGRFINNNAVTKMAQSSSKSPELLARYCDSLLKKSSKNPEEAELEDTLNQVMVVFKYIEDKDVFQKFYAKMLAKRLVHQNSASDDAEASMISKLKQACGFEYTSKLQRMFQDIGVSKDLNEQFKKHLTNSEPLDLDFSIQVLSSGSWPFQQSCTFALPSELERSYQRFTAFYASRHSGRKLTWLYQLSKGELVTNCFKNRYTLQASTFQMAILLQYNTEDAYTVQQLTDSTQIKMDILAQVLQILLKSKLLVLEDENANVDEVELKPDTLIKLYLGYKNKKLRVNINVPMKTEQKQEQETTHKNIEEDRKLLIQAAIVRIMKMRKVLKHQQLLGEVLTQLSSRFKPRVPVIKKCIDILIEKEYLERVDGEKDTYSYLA
The depositor's hits bear a star. The list is partial; rates above refer to the full screens.

SMILES	RBX1-CUL1 inh
Cc1ccc(NC(=O)c2c(C)oc3ccc(O)c(CN(C)Cc4ccccc4)c23)c(C)c1	0
CCOc1ccccc1NC(=O)CN(C)C1CCCCC1	-4
COc1ccc(CCNS(=O)(=O)c2c(C)nc3sccn3c2=O)cc1OC	2
CC(C)N1C(=O)c2ccc(C(=O)O)cc2C1=O	15
Cc1ccc(Cl)cc1NC(=O)Cn1c(=O)oc2cc(S(=O)(=O)N3CCCCCC3)ccc21	1
O=C(c1cccc(N2CCCC2=O)c1)N1CCOc2ccc(CN3CCc4ccccc4C3)cc2C1	1
CNS(=O)(=O)c1ccc(OC(F)(F)F)cc1	-5
Cn1c(=O)c2[nH]c(-c3ccccn3)nc2n(C)c1=O	4
O=C(NCC1CC1)C1CCCN(C2CCN(Cc3ccncc3)CC2)C1 (configuration not stated)	1
O=C(Nc1cccc(NC(=O)c2cc([N+](=O)[O-])cc([N+](=O)[O-])c2)c1)c1ccc(F)cc1	-6
CC(C)CNc1ccc(C(=O)N2CCC(CCn3cccn3)CC2)cn1	1
CCn1c2ccccc2c2cc(CN3CCN(Cc4ccc(OC)c(OC)c4)CC3)ccc21	-2
CCc1ccc(-c2nn(CC(=O)NC3CCCCC3)c3c2cnc2ccc(C)cc23)cc1	3
COc1ccc(C2CC(c3ccc(C)cc3)=NN2C(C)=O)cc1OC (configuration not stated)	0
Cc1ccc(NC(=O)C2CCC(CNS(=O)(=O)c3ccc4c(c3)C(C)(C)C(=O)N4C)CC2)cc1 (configuration not stated)	11
CCn1c(SCC(=O)NC2CCCCC2)nnc1C(C)NC(=O)c1ccccc1 (configuration not stated)	-2
O=C(Cn1nnnc1CN1CCCC1)N1CC[C@@H]2CCCC[C@H]2C1	-4
CCC(C)(C)C1CCc2c(sc(NC(=O)C3CC3)c2C#N)C1 (configuration not stated)	-10
CCC(=O)Nc1cc(S(=O)(=O)N2CCN(c3ccccc3F)CC2)ccc1OC	2
COc1ccccc1NC(=O)Nc1ccnn1C1CCN(C(=O)CCC2(C)CC2)CC1	13
CC(O)C1CCC2C3CC[C@H]4CC(O)CCC4(C)C3CC3(OCCO3)C12C (some centres not stated)	6
Cc1ccc(S(=O)(=O)N2CCc3ccccc32)c(C)c1NS(C)(=O)=O	5
Cc1ccc(N2C(=S)N(C(=O)c3ccccc3)CC2(C)O)cc1 (configuration not stated)	-7
Cc1ccc(NC(=S)N(CCO)Cc2cc3cc(C)ccc3[nH]c2=O)cc1	4
O=C(COC(=O)c1ccccc1-c1ccccc1)c1ccc2ccccc2c1	-3
Cc1ccc(N2CC(NC(=O)C3CCCC3)CC2=O)cc1C (configuration not stated)	-2
COc1ccc(CC(=O)Nc2nc3c(s2)CC(C)CC3)cc1 (configuration not stated)	-7
Cc1ccc(CNCCN2CCOCC2)o1	3
O=C(Nc1ccc(-c2cn3ccsc3n2)cc1)c1cccs1	0
O=C(Oc1ccc(C(=O)c2ccccc2)c(OC(=O)c2ccc(Br)cc2)c1)c1ccc(Br)cc1	0
CCN(CC)C(=O)Cn1c(=O)n(-c2ccc(C)c(C)c2)c(=O)c2c3c(sc21)CCCCC3	8
O=C(c1ccccc1Cl)N1CCN(c2ccc([N+](=O)[O-])c(NCCc3ccccc3)c2)CC1	-4
O=C(c1ccc2c(c1)N(Cc1cccc(Cl)c1)C(=O)c1ccccc1S2(=O)=O)N1CCCCC1	-6
CCCOc1c(I)cc(C(=O)Nc2cccc(O)c2)cc1OCC	1
CCc1ccc(NC(=O)CCn2c(=O)c3cccn3c3ccccc32)cc1	6
O=C(NCc1ccccc1OC(F)(F)F)c1cc(CN2CCOCC2)on1	0
CC(C)Oc1cccc(-c2cc(C(=O)N/N=C/c3cccc(Br)c3)c3ccccc3n2)c1	-10
Cc1ccc2c(c1)c1c3n2CCN(C(=O)c2cccc(C(F)(F)F)c2)C3CCC1 (configuration not stated)	3
CC1=NC(=O)NC(=O)C1S(=O)(=O)N1CCCC(C(=O)Nc2cccc(C)c2C)C1 (configuration not stated)	5
Cc1ccc(CNC(=O)c2ccccc2F)cc1	5
O=S1C(Cl)=C(c2ccc(Cl)cc2)c2ccc(Cl)cc21 (configuration not stated)	6
CCC1=NN2C(=N)/C(=C\c3ccc(OC)c(OC)c3OC)C(=O)N=C2S1	-7
CC(=O)N1CCCc2cc(S(=O)(=O)N3CCCC(C(=O)Nc4ccc(C)c(C)c4)C3)ccc21 (configuration not stated)	-8
CC(NC(=O)c1cccc(C(F)(F)F)c1)c1ccc(Cl)cc1 (configuration not stated)	-4
CSc1nc(C(=O)C(F)(F)F)c2ccccn12	-2
Cc1ccc(CN2CCCC(CNC(=O)c3ccc4c(c3)OCO4)C2)o1 (configuration not stated)	3
Cc1[nH]nc2c1C(c1ccc(OC(=O)c3ccccc3)cc1)C(C#N)C(=N)O2 (configuration not stated)	5
Cc1cc2c(n1-c1ccc(C(=O)NCc3ccccc3Cl)cc1)CCCC2	-4
CCCCCC(=O)NNC(=S)NC(=O)c1cccc([N+](=O)[O-])c1	4
O=C1C2C(c3ccc(Br)cc3)OC3(C(=O)c4ccccc4C3=O)C2C(=O)N1c1cccc(C(F)(F)F)c1 (configuration not stated)	-4
CSc1ccc(CNC(=O)Cc2csc3ccccc23)cc1	-2
O=C(N/N=C/c1cc(Br)cc(Br)c1O)C(Cc1ccc([N+](=O)[O-])cc1)=NC(=O)c1ccccc1	-8
CC1Cc2cc(S(=O)(=O)CCC(=O)Nc3ccccc3F)ccc2N1C(=O)C1CC1 (configuration not stated)	-4
CN(CCn1ccnc1)c1cc(C2CCCNC2)ncn1 (configuration not stated)	-5
O=C(Nc1ccc(Oc2ccccc2)nc1)C1CCN(CC2CC2)CC1	4
CN(Cc1cnn(C)c1)c1nc2nonc2nc1NC1CCCC1	-4
Cc1ccc(CNc2nc(CN3CCSCC3)nc3ccccc23)cc1	-2
CC(NC1CCN(c2ccc(NC(=O)COc3ccccc3)cc2)CC1)c1cnn(-c2ccccc2)c1 (configuration not stated)	-6
Cc1ccccc1N1CCN(S(=O)(=O)Cc2ccccc2)CC1	2
CCOc1ccc(N2CC(NC(=O)Cc3ccccc3)CC2=O)cc1 (configuration not stated)	-6

Continued.
SMILES	RBX1-CUL1 inh
Cc1ccc(CN2CCCC2C(=O)Nc2cccc(-n3cccn3)c2)o1 (configuration not stated)	1
C=CCOc1cccc(NC(=O)OC(C)(C)C)c1	3
O=C(NCC1CCCN(C(=O)c2cn3ccccc3n2)C1)c1ccc(F)cc1 (configuration not stated)	8
C=CCN(CC=C)C(=O)C1C2CCC(C2)C1C(=O)O (configuration not stated)	-5
Cc1cnc2cc([N+](=O)[O-])ccc2n1	-13
COc1ccc2ccccc2c1/C=N/Nc1nnnn1-c1cccc2ccccc12	-3
CCn1c(SCC(=O)NNC(=O)c2ccc(Br)cc2)nnc1-c1ccc(O)cc1	-4
CCC(=O)N1c2ccccc2CC1C(=O)NCc1ccccc1Cl (configuration not stated)	-11
Cc1cc(C)cc(-n2ccnc2SCC(=O)Nc2nc3ccccc3s2)c1	4
O=C(CCC1CCN(C(=O)CN2CCC(c3ccccc3)CC2)CC1)NC1CC1	17
CC(C)CNC(=O)C1CCCN(C2CCN(c3nc4ccccc4o3)CC2)C1 (configuration not stated)	5
Cc1ccc(C)c(-n2nnc(-c3nc(-c4ccc(Cl)cc4)no3)c2N)c1	-10
Cc1cc(C)cc(NC(=O)c2cc3c(=O)n(Cc4ccco4)ccc3nc2C)c1	6
CN(C(=O)c1ccco1)C(Cc1ccc(F)cc1F)C1CCN(Cc2cccc3ncccc23)CC1 (configuration not stated)	-1
NS(=O)(=O)c1ccc(NC(=O)C2CCCNC2=O)cc1 (configuration not stated)	13
COc1ccc(OCC(=O)OCc2cc(=O)n3cc(C)sc3n2)cc1	-6
Clc1cccc(-c2nnc3sc(-c4cnccn4)nn23)c1	10
O=C(c1cnn2c(C(F)(F)F)cc(-c3ccc4c(c3)OCO4)nc12)N1CCCCC1	7
COCCCNS(=O)(=O)c1ccc(C)cc1	-4
Cc1c(C(=O)NCCc2ccc(Cl)cc2)sc2nc3n(c(=O)c12)CCCC3	-5
COc1cc(C(OC(C)=O)OC(C)=O)c([N+](=O)[O-])cc1OC	-1
O=C(NCC1CCCO1)c1cc2n(n1)C(C(F)(F)F)CC(c1ccc(F)cc1)N2 (configuration not stated)	3
COc1ccccc1N1CCN(C(=O)c2ccccc2N)CC1	1
Cc1cc(C)c2nc(C)cc(Nc3cccc(C(=O)O)c3)c2c1	3
O=C1NC(Nc2nc3ccccc3s2)(C(F)(F)F)C(=O)N1Cc1ccccc1 (configuration not stated)	-3
CC(=O)c1ccccc1-c1ccc2c(c1)CC(CNC(=O)c1occc1C)O2 (configuration not stated)	6
O=C1NC2(CCCCC2)C(=O)N1CCS(=O)(=O)Oc1ccccc1	5
COc1ccc([C@@H](C)Nc2nc3nonc3nc2N2CCOCC2)cc1	6
COc1ccc(NC(=O)CN2CCCC2)c(OC)c1	14
CN1CCN(C(=O)Nc2cccc(Cl)c2)c2cccnc21	-3
Cc1ccc(-n2c(=O)c3c(C)c(C)sc3n(CC(=O)NCc3ccccc3)c2=O)cc1C	3
CC1=NC(=O)C(C(=O)/C=C/c2cccs2)=C(C)C1	5
O=C1C=C(c2ccccc2)N(c2ccccc2)C(=O)C1I (configuration not stated)	4
Cc1cnc(NC(=O)CSc2nnc(C)n2N)s1	1
Cc1ccc(N/N=C(/C#N)C(=O)c2ccc(Cl)cc2)cc1	1
Cc1cc(C)n(C(=O)c2nn(C)c(C)c2[N+](=O)[O-])n1	5
COC(=O)c1nnn(CC(=O)Nc2c(C)cccc2C)c1N	1
CCCCOC(=O)c1ccc(NC(=O)C23CC4CC(C2)CC(n2cnc(Br)n2)(C4)C3)cc1	-8
CC(=O)c1c(C)oc2ccc(OC(=O)c3cccc(Br)c3)cc12	-1
CCOc1ccc2nc(SCC(=O)N(c3ccccc3)C(C)C)[nH]c2c1	-3
Cc1cc(C)n(C(=O)c2c(Cl)cccc2Cl)c(=O)c1C#N	13
CCc1ccc(-c2cc(-c3n[nH]c(=S)n3CC)c3ccccc3n2)cc1	4
Cc1ccc(Nc2nsc(N)n2)cc1	-8
O=C(Cc1ccccc1)Nc1ccccc1Sc1ccccc1	-2
Nc1nnnn1/N=C/c1ccccc1O	-5
COc1cccc(S(=O)(=O)Nc2ccc(C(=O)N3CCN(C(=O)c4ccco4)CC3)cc2)c1	2
CCn1c(CNC(=O)c2ccc(OC)cc2)nnc1SCC(=O)Nc1ccc(F)cc1	-4
CN(C)C(=O)c1csc2nc(-c3ccc(C(F)(F)F)cc3)cn12	0
CCOc1ccc(CN2CCc3c(C(=O)N4CCCCC4C(=O)OC)c(OC)cc(=O)n3CC2)cc1 (configuration not stated)	1
CC(=O)c1cccc(OCc2cc(C(=O)N3CC[C@H](O)C3)n[nH]2)c1	2
CCOC(=O)/C=C/c1cnn(-c2ccccc2)c1	4
CC(=O)Nc1ccc(C2=NN(C)N3NC(N)=NC23)cc1 (configuration not stated)	8
CC1C(=O)Oc2cc(-c3ccccc3)n(-c3ccccc3)c(=O)c2C1=O (configuration not stated)	5
CCC(C)NC(=O)Cn1c(=O)n(-c2ccc(C)cc2)c(=O)c2ccccc21 (configuration not stated)	0
N#CC1C(SCc2ccccc2)=NC(=O)CC1c1cccc(O)c1 (configuration not stated)	2
Cn1c(=O)c2c(nc(NC3CCCCC3)n2Cc2ccc(F)cc2)n(C)c1=O	4
CCOC(=O)c1c(C)n(CCOc2ccc(C)cc2)c2ccc(O)cc12	-9
Cc1ccc(NC(=O)C2CCC(CNS(=O)(=O)c3cccc4nsnc34)CC2)c(Cl)c1 (configuration not stated)	-4
C=CCc1c(C)nc(Nc2nc(C)c3cc(C)cc(C)c3n2)[nH]c1=O	-2
COc1ccc2cc(-c3[nH]ncc3CN(C)Cc3cc(C)[nH]n3)ccc2c1	0
Nc1n[nH]c(-c2ccccc2)c1-c1ccccc1	0

In another format: entries from further up.
RBX1-CUL1 inh	smiles
13	Cc1cc(C)n(C(=O)c2c(Cl)cccc2Cl)c(=O)c1C#N
4	CCc1ccc(-c2cc(-c3n[nH]c(=S)n3CC)c3ccccc3n2)cc1
-8	Cc1ccc(Nc2nsc(N)n2)cc1
-2	O=C(Cc1ccccc1)Nc1ccccc1Sc1ccccc1
-5	Nc1nnnn1/N=C/c1ccccc1O
2	COc1cccc(S(=O)(=O)Nc2ccc(C(=O)N3CCN(C(=O)c4ccco4)CC3)cc2)c1
-4	CCn1c(CNC(=O)c2ccc(OC)cc2)nnc1SCC(=O)Nc1ccc(F)cc1
0	CN(C)C(=O)c1csc2nc(-c3ccc(C(F)(F)F)cc3)cn12
1	CCOc1ccc(CN2CCc3c(C(=O)N4CCCCC4C(=O)OC)c(OC)cc(=O)n3CC2)cc1 (configuration not stated)
2	CC(=O)c1cccc(OCc2cc(C(=O)N3CC[C@H](O)C3)n[nH]2)c1
4	CCOC(=O)/C=C/c1cnn(-c2ccccc2)c1
8	CC(=O)Nc1ccc(C2=NN(C)N3NC(N)=NC23)cc1 (configuration not stated)
5	CC1C(=O)Oc2cc(-c3ccccc3)n(-c3ccccc3)c(=O)c2C1=O (configuration not stated)
0	CCC(C)NC(=O)Cn1c(=O)n(-c2ccc(C)cc2)c(=O)c2ccccc21 (configuration not stated)
2	N#CC1C(SCc2ccccc2)=NC(=O)CC1c1cccc(O)c1 (configuration not stated)
4	Cn1c(=O)c2c(nc(NC3CCCCC3)n2Cc2ccc(F)cc2)n(C)c1=O
-9	CCOC(=O)c1c(C)n(CCOc2ccc(C)cc2)c2ccc(O)cc12
-4	Cc1ccc(NC(=O)C2CCC(CNS(=O)(=O)c3cccc4nsnc34)CC2)c(Cl)c1 (configuration not stated)
-2	C=CCc1c(C)nc(Nc2nc(C)c3cc(C)cc(C)c3n2)[nH]c1=O
0	COc1ccc2cc(-c3[nH]ncc3CN(C)Cc3cc(C)[nH]n3)ccc2c1
0	Nc1n[nH]c(-c2ccccc2)c1-c1ccccc1
